Screening results deposited in PubChem by several laboratories.
PP1 inh – blocks human PP1-alpha phosphatase, a PP5 counter-screen | P62136 | purified PP1alpha, OMFP fluorescence | inhibition, % at 6.7 µM | hit rate 0.9% among 320,000 | AID 2235;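 active = inhibition above the mean inhibition of all tested compounds plus 3 SD, computed separately for each screening campaign, cut at about 15% in these data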
Target sequence (P62136 whole entry, looked up): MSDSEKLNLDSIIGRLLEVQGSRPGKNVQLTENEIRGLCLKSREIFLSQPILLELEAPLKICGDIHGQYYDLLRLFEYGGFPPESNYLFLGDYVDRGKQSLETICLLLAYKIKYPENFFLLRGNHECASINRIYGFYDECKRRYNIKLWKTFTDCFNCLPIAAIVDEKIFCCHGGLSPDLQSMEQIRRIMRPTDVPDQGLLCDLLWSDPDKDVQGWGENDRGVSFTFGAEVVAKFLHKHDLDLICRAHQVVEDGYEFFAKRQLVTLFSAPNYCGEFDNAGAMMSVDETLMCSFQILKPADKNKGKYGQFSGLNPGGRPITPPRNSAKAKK
Efflux pump inh – inhibitors of Candida antifungal efflux pumps expressed in yeast | S. cerevisiae Candida pump triplex, Nile Red efflux | hit rate 0.44% among 330,000 | inhibition, % at 10 µM | AID 485275;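 active = plate passing quality check with inhibition over a set limit, or well fluorescence over plate mean plus 4 SD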;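 also: Nile Red retained in pooled yeast measured as flow cytometry median fluorescence; 0% = buffer negative control and 100% = Enniatin B positive control; higher means more Nile Red kept so more efflux inhibition; some compounds called inactive have numbers as strong as hits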
core dimer inh – blocks dimerization of HCV core protein; TR-FRET GST/Flag-core106 dimerization, 1536-well; inhibition, % at 5 µM; hit rate 0.33% among 300,000;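 active = inhibition above the mean of all tested compounds plus 3 SD, set per screening campaign, cut at about 45% in these data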
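assay system = GST-tagged and Flag-tagged HCV core protein residues 1-106 | controls = unlabelled core106 and no-GST-core106 wells | incubation = compound-protein-antibody incubation 4 h at 22.5 °C | probe or stimulus = Eu donor and XL665 acceptor anti-tag antibodies | read-out = % inhibition based on acceptor/donor emission ratio | signal = TR-FRET 671 and 617 nm emission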
PP5 primary – PP5 (human) phosphatase inhibition; P53041; purified PP5c, OMFP substrate fluorescence; inhibition, % at 6.7 µM; hit rate 0.18% among 320,000; AID 1987;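 active = inhibition above the campaign's mean inhibition across all tested compounds plus 3 SD, cut at about 9.5% in these data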;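 also: 0% = DMSO only and 100% = 100 µM cantharidin control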
Target sequence (P53041 whole entry, looked up): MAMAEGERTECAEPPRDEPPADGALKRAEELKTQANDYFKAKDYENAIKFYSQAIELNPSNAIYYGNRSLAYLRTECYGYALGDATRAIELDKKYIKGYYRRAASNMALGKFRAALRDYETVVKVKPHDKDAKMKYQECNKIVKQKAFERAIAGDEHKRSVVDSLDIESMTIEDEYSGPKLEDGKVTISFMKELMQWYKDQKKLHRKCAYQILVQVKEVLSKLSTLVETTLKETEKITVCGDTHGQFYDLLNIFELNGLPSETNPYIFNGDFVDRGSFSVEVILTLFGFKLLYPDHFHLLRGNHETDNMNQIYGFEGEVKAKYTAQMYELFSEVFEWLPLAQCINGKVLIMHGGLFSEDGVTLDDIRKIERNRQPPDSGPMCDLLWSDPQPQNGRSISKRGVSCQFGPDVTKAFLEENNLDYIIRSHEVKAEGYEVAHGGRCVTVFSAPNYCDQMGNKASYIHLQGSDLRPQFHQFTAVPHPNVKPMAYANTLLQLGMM
ZTA DNA inh – counter-screen for EBNA-1 inhibitors: inhibitors of Epstein-Barr virus ZTA. P03206. ZTA-DNA binding, fluorescence polarization. inhibition, % at 11 µM. hit rate 0.15% among 320,000; in the data active = inhibition above about 33%
CTSL1 counter – cathepsin L1 inhibition, PFM18AAP counter-screen. recombinant F. hepatica cathepsin L1, Z-Leu-Arg-MCA fluorescence. inhibition, % at 5.96 µM. hit rate 0.49% among 300,000. AID 1906;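 active = inhibition above the mean of all tested compounds plus 3 SD, set per screening campaign, cut at about 17% in these data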;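 also: 0% = plate median of test compound wells and 100% = 1 µM Z-Phe-Ala-diazomethylketone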
TPT1 inhibitor – inhibitors of Candida albicans tRNA 2'-phosphotransferase TPT1; inhibition, % at 5 µM; hit rate 0.81% among 300,000; AID 1962; recombinant caTPT1, FP RNA substrate dephosphorylation;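 active = inhibition above the mean of all tested compounds plus 3 SD, set per screening campaign, cut at about 24% in these data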;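 also: plate controls were DMSO alone for no effect and ferristatin control at 100 nM for full effect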
PREPL inh – inhibitors of human prolyl oligopeptidase-like enzyme PREPL. recombinant PREPL, fluorescence polarization activity-based probe. inhibition, % at 5.96 µM. hit rate 0.68% among 320,000; in the data active = inhibition above about 43%;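 also: 0% = enzyme with DMSO and 100% = wells lacking enzyme; many of its hits are not listed in these tables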
EBNA-1 inhibitor – blocks EBNA-1 binding to DNA | EBNA-1 DNA binding, fluorescence polarization | inhibition, % at 14.8 µM | hit rate 0.34% among 300,000 | AID 1950; in the data active = inhibition above about 28%
Active calls of the source: *. These rows are one share of the data, so the mix of outcomes need not match the whole.

Every second line gives: PP1 inh | CTSL1 counter | Efflux pump inh | PP5 primary | core dimer inh | ZTA DNA inh | EBNA-1 inhibitor | TPT1 inhibitor | PREPL inh
COc1ccc(N(C(=O)c2ccco2)C(C(=O)NC2CCCC2)c2cccs2)cc1OC (centres undefined)
→ -3 | -13 | -0.1 | -2.5 | 0 | -5 | -1 | -60 | 5
CCOc1ccc(OCCSc2nc(-c3ccccc3)cc(=O)[nH]2)cc1
→ -2 | 2 | -0.1 | 1.5 | 9 | 8 | 8 | 1 | 13
COc1ccc(NC(=O)CN2c3cccc4cccc(c34)S2(=O)=O)c(OC)c1
→ -2 | 3 | -0.1 | 0.7 | 17 | 11 | 12 | -1 | -22
CCCc1noc2c1/C(=N\O)CC(CC(C)SCC)C2 (centres undefined)
→ -1 | -5 | 0.1 | 3.0 | 0 | -23 | 0 | 4 | 12
CCc1ccc(C2=CC(c3cc(Br)ccc3F)n3ncnc3N2)cc1 (centres undefined)
→ 4 | -2 | 0.9* | 2.7 | 6 | -2 | -9 | -7 | -13
CCCCc1c(O)n2c(nc3ccccc32)[nH]c1=O
→ 0 | -2 | 0.2 | 1.6 | 0 | -9 | -4 | -1 | 1
CCN(CC)c1ccc(C(=O)OCC(=O)NC(C)(C)C)cc1
→ -5 | 4 | 0.1 | 0.9 | 1 | 7 | 2 | -2 | 1
O=C(CSc1nc2ccccc2s1)NNC(=S)Nc1ccccc1
→ -2 | 1 | 0.2 | 0.1 | 2 | -6 | -5 | -2 | 6
Cc1ccc(NC(=O)C(=O)NN)cc1
→ -3 | -1 | -0.1 | -0.5 | -3 | -26 | -4 | 2 | 22
C=CCN(C)NC(=O)Nc1ccccc1
→ -1 | 2 | 0.0 | 2.9 | -1 | -7 | -14 | 0 | 5
CC1(C)CC2CC(C)(CN2C(=O)COc2cccc3ccccc23)C1 (centres undefined)
→ 4 | 6 | 0.0 | 3.6 | 14 | 8 | 6 | -6 | 7
O=C(O)CNC(=S)N(Cc1ccccc1)Cc1cccnc1
→ -5 | 2 | 0.1 | -1.9 | 1 | 13 | -2 | -1 | 11
COc1nc(N(C)C)nc(N(C#N)CCOC(C)=O)n1
→ -3 | 4 | 0.1 | -0.4 | 1 | 1 | 3 | -1 | 0
Cc1nnc(SCc2ccc(Cl)cc2)n1CC1CCCO1 (centres undefined)
→ -1 | 0 | -0.1 | -0.7 | -8 | 9 | 3 | -2 | 13
COc1ccc2c(c1)CCC(C)N2C(=O)C(=O)c1c[nH]c2ccccc12 (centres undefined)
→ -1 | -3 | -0.3 | 4.6 | 1 | -9 | 5 | -2 | -6
Cc1ccnc2nc(C(=O)Nc3ccc(N4CCOCC4)cc3)nn12
→ -4 | 4 | 0.1 | 1.6 | -2 | -4 | -4 | -2 | 4
COc1ccccc1OCC(=O)NCC(C)NC(=O)COc1ccccc1OC (centres undefined)
→ -4 | -2 | 0.0 | 2.1 | 0 | 2 | 4 | 3 | -4
COc1ccc(S(=O)(=O)N(C)CC(=O)Nc2ccc3c(c2)OCCO3)cc1
→ 1 | 1 | 0.1 | 0.1 | 1 | -6 | -7 | 1 | -1
CN1CCC(=C(c2ccccc2)c2ccc(Br)cc2)CC1
→ 0 | 5 | 0.2 | -0.4 | -3 | 8 | -10 | 2 | 12
CC(=O)c1c(OC(=O)c2ccccc2Br)ccc2c(C)cc(=O)oc12
→ 5 | -2 | 0.2 | 2.0 | 1 | 14 | -14 | 2 | 13
Clc1nc2c(ccc3ccccc32)[nH]1
→ -2 | -5 | -0.1 | 1.8 | 1 | -1 | 0 | 1 | -9
O=C(O)c1ccc(NCc2nc3ccccc3n2Cc2ccccc2)cc1
→ -2 | -4 | 0.2 | -2.3 | 0 | 3 | 5 | 0 | -10
COCCN(CCOC)S(=O)(=O)c1ccc(C(=O)Nc2nc(-c3ccccc3)c(C(=O)c3ccccc3)s2)cc1
→ -2 | 5 | -5.8 | -1.3 | -19 | 23 | 5 | -1 | -2
COc1ccccc1N(Cc1ccccc1)S(=O)(=O)c1cccc(C(=O)Nc2cccc(C)n2)c1
→ -2 | 0 | -0.1 | 0.3 | 8 | -9 | 9 | -1 | -10
CS(=O)(=O)N(CC(=O)N1CCCC1)Cc1ccccc1
→ -4 | -2 | 0.0 | -2.9 | 3 | 0 | 8 | -1 | 3
O=C(CCN1CCN(c2ccccc2)CC1)N/N=C/c1ccc([N+](=O)[O-])o1
→ 2 | -3 | -0.1 | 2.4 | 2 | -13 | 1 | -1 | 31
COc1cc(NC(=O)CC(C)S(=O)(=O)c2cc3c(cc2C)NC(=O)CO3)cc(OC)c1OC (centres undefined)
→ -1 | -3 | 0.0 | -1.3 | 4 | 16 | 6 | 4 | 4
CCCc1n(CC(O)COCC2CC=CCC2)c2ccccc2[n+]1C (centres undefined)
→ -1 | 0 | 0.3 | 4.5 | -2 | -2 | -6 | 2 | 7
Cc1nc2ccccc2c(=O)n1-c1ccc(NS(=O)(=O)c2ccccc2)cc1
→ -2 | 2 | 0.2 | 1.4 | 0 | 10 | -9 | 3 | 0
CCCc1cc(=O)[nH]c(SCC(=O)N2CCOCC2)n1
→ -4 | 1 | -0.1 | 1.0 | 8 | 20 | 5 | -2 | -3
CCC1CCC(C(=O)NNC(=O)OC)CC1 (centres undefined)
→ -2 | -3 | 0.2 | 5.5 | 4 | -5 | -7 | -1 | 0
O=C(CNC(=O)c1cccc(Br)c1)N/N=C/c1cccs1
→ -2 | -4 | 0.0 | 1.8 | -4 | -18 | 0 | 0 | -10
CNc1c(NC(=O)C2CCC(C)CC2)c(=O)oc2ccccc12 (centres undefined)
→ 1 | -10 | 0.1 | 2.2 | -4 | -21 | -21 | 0 | 9
CCCc1nnc(NC(=O)CCC(=O)N2CCCCC2CC)s1 (centres undefined)
→ 0 | 4 | 0.0 | 1.9 | -1 | 4 | 4 | 2 | -1
CCN(CC)C(=O)C(=O)Nc1ccc(F)c(Cl)c1
→ -2 | 3 | -0.1 | 0.0 | 5 | 22 | 3 | 0 | 5
Cc1noc(C)c1CC(=O)N1CCCC(C(=O)c2ccc(C(C)(C)C)cc2)C1 (centres undefined)
→ 2 | -3 | 0.1 | 3.0 | 2 | -19 | 5 | 0 | 3
CC1CCC(C(=O)NC(C(=O)N2CCc3ccccc3C2)C(C)C)CC1 (centres undefined)
→ -3 | 1 | 0.1 | 0.5 | 2 | 8 | 6 | -1 | -11
COc1ccc(NC(=O)c2cc3ccccc3oc2=O)c(OC)c1
→ -3 | 0 | 0.2 | -1.0 | -2 | -4 | -11 | 2 | 16
COc1ccc(CN2CCN(C(C)C(=O)N(C)Cc3cccc(F)c3)CC2)cc1OC (centres undefined)
→ 4 | -4 | 0.2 | 1.6 | 11 | -4 | 1 | -2 | 1
COc1ccc(CNC2=CC(=O)CC(C)(C)C2)cc1
→ 4 | 1 | -0.2 | -1.5 | -6 | -9 | 12 | -1 | 8
Cc1cccc2c1c(N=NC(N)=S)c(O)n2C1OC(CO)C(O)C(O)C1O (centres undefined)
→ -1 | 16 | 0.0 | -1.6 | -11 | -5 | -1 | -3 | 2
CC(=O)NC(Cc1ccc(C(C)C)cc1)C(=O)NC1CCN(c2nc(C)cc(C)n2)CC1 (centres undefined)
→ -6 | 6 | 0.1 | 0.6 | -12 | -8 | 3 | -1 | 3
CC(c1cccnc1)N(CCN(C)C)C(=O)Nc1ccc(Cl)cc1 (centres undefined)
→ 2 | -6 | -0.1 | 0.8 | -1 | -3 | -1 | -2 | -4
COc1ccc(-c2cn3c(C)c(C(=O)Nc4cccc(NC(C)=O)c4)sc3n2)cc1
→ -1 | -5 | 0.2 | 5.2 | 0 | 7 | 13 | 1 | -19
CCCCNC(=O)N1CCN(C(=O)C2CCCO2)CC1 (centres undefined)
→ -2 | 2 | -0.1 | -1.4 | 4 | 10 | 13 | 0 | 4
N/C(=N\OC(=O)C12CC3CC(CC(C3)C1)C2)c1ccccc1
→ -1 | 1 | 0.3 | 2.2 | -4 | -1 | -1 | 1 | -11
Cc1cc(-c2ccc(C)c(S(=O)(=O)NCCN3CCC(C)CC3)c2)on1
→ -4 | 1 | 0.0 | -2.6 | -3 | 1 | 4 | -1 | -60
Cc1cc(=O)n(-c2ccc(Cl)cc2)c(=O)[nH]1
→ -3 | 2 | -0.1 | 1.6 | -7 | -6 | -5 | -6 | 19
COc1ccc(-c2ccc3nnc(SCC(=O)N4CCCC4)n3n2)cc1
→ 1 | -2 | 0.4 | -0.5 | 0 | 0 | -8 | 2 | 10
C/C(N)=C(/C#N)C(=O)CSc1nnc(C)n1-c1ccccc1
→ 3 | -1 | -0.1 | 2.2 | -12 | -31 | -3 | -4 | -4
COc1ccc(N=CC2=C(O)CCCC2=O)cc1
→ -2 | 6 | -0.3 | -2.6 | -4 | -3 | -1 | -1 | 0
CC1CN(S(=O)(=O)c2ccccc2)C(C)N1C(=O)N1CCOCC1 (centres undefined)
→ 0 | -1 | -0.1 | 0.5 | 2 | -7 | -5 | -2 | -5
C[C@H](O)C(=O)C1=Nc2c(nc(N)[nH]c2=O)NC1
→ -2 | 7 | 0.0 | -0.3 | 11 | -5 | 17 | -8 | 3

Eleven compounds out of the list, ordered by heavy-atom count, highest first.
Every second line gives: PP1 inh | CTSL1 counter | Efflux pump inh | PP5 primary | core dimer inh | ZTA DNA inh | EBNA-1 inhibitor | TPT1 inhibitor | PREPL inh
CC(=O)NC(Cc1ccc(C(C)C)cc1)C(=O)NC1CCN(c2nc(C)cc(C)n2)CC1 (centres undefined)
→ -6 | 6 | 0.1 | 0.6 | -12 | -8 | 3 | -1 | 3
COc1ccc(-c2cn3c(C)c(C(=O)Nc4cccc(NC(C)=O)c4)sc3n2)cc1
→ -1 | -5 | 0.2 | 5.2 | 0 | 7 | 13 | 1 | -19
Cc1cccc2c1c(N=NC(N)=S)c(O)n2C1OC(CO)C(O)C(O)C1O (centres undefined)
→ -1 | 16 | 0.0 | -1.6 | -11 | -5 | -1 | -3 | 2
Cc1cc(-c2ccc(C)c(S(=O)(=O)NCCN3CCC(C)CC3)c2)on1
→ -4 | 1 | 0.0 | -2.6 | -3 | 1 | 4 | -1 | -60
CC1CN(S(=O)(=O)c2ccccc2)C(C)N1C(=O)N1CCOCC1 (centres undefined)
→ 0 | -1 | -0.1 | 0.5 | 2 | -7 | -5 | -2 | -5
C/C(N)=C(/C#N)C(=O)CSc1nnc(C)n1-c1ccccc1
→ 3 | -1 | -0.1 | 2.2 | -12 | -31 | -3 | -4 | -4
CCCCNC(=O)N1CCN(C(=O)C2CCCO2)CC1 (centres undefined)
→ -2 | 2 | -0.1 | -1.4 | 4 | 10 | 13 | 0 | 4
COc1ccc(CNC2=CC(=O)CC(C)(C)C2)cc1
→ 4 | 1 | -0.2 | -1.5 | -6 | -9 | 12 | -1 | 8
COc1ccc(N=CC2=C(O)CCCC2=O)cc1
→ -2 | 6 | -0.3 | -2.6 | -4 | -3 | -1 | -1 | 0
C[C@H](O)C(=O)C1=Nc2c(nc(N)[nH]c2=O)NC1
→ -2 | 7 | 0.0 | -0.3 | 11 | -5 | 17 | -8 | 3
Cc1cc(=O)n(-c2ccc(Cl)cc2)c(=O)[nH]1
→ -3 | 2 | -0.1 | 1.6 | -7 | -6 | -5 | -6 | 19
